Assay outcomes: PubChem, several laboratories
PPC-1+TRAIL kill: kills PPC-1 cancer cells in the presence of TRAIL; PPC-1 cells + TRAIL, ATPLite viability luminescence; AID 1443; 220,000 compounds, 0.41% hits; cell killing (% activity), % at 4 µM;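 active = cell killing above 50% in the first pass at 4 µM, then a duplicate retest at 5 µM averaging 50% or more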;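 also: plate controls were cells with TRAIL plus DMSO for no effect and medium-only wells lacking cells for full effect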
p47phox inh: inhibitors of human p47phox binding; inhibition, % at 24.7 µM; 220,000 compounds, 0.53% hits; p47phox/p22phox peptide binding, fluorescence polarization, 2 h; P14598;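 active = inhibition above about 30%, limit read from the data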;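 also: 0% = p47phox with labelled peptide and 100% = labelled peptide alone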
Ba/F3 V617F tox: lowers viability of Ba/F3 cells expressing EpoR and JAK2V617F. 220,000 compounds, 1.1% hits. ATP luminescence. inhibition, % at 5.6 µM. AID 1446;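 active = inhibition above the campaign mean plus 3 SD over all tested compounds, cut at about 24% in these data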;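 also: cytokine-independent growth of Ba/F3 cells driven by EpoR plus mutant JAK2; 0% = DMSO-treated cells and 100% = JAK inhibitor I control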
RBBP9 inhibitor: blocks human serine hydrolase RBBP9. O75884. recombinant RBBP9, FP-Rh probe fluorescence polarization. inhibition, % at 7.94 µM. 220,000 compounds, 0.2% hits;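 active = inhibition above the campaign mean of all tested compounds plus 3 SD, cut at about 14% in these data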;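 also: plate controls were DMSO wells with RBBP9 for no effect and wells lacking RBBP9 protein for full effect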
Target sequence (O75884 whole entry, looked up): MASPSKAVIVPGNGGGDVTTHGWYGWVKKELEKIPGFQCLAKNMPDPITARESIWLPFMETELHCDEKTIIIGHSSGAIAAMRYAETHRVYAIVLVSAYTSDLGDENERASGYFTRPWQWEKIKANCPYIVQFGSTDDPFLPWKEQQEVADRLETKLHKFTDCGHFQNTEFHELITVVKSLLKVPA
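Controls: DMSO-treated enzyme wells and wells lacking RBBP9 | Material: RBBP9 protein | Technique: Fluorescence polarization | Replication: Single well per compound, no replicates | Buffer or medium: Tris-NaCl-Pluronic buffer, pH 8.0 | Timing: 30 min compound preincubation, 45 min probe labeling, 25 °C | Read-out basis: Percent inhibition from mP, scaled between DMSO and no-protein wells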
BaF3 parental: counter-screen for JAK2V617F inhibitors: parental Ba/F3 viability inhibitors; CellTiter-Glo ATP luminescence; inhibition, % at 5.6 µM; 220,000 compounds, 1.1% hits;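 active = inhibition above a per-campaign cutoff, the mean inhibition of all tested compounds plus 3 SD, cut at about 27% in these data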;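 also: 0% = DMSO wells and 100% = JAK Inhibitor I control wells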
EP2 antag: EP2 receptor (human) inhibition; P43116; C6 glioma cells expressing human EP2, cAMP TR-FRET; cells stimulated with saturating PGE2; inhibition, % at 25 µM; 260,000 compounds, 0.52% hits;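 active = percent inhibition above 40 after rounding to a whole number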;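 also: rat C6 glioma host cells with rolipram phosphodiesterase inhibitor present; the protocol text gives 20 µM as final concentration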
p97 inhibitor: human p97 ATPase inhibition | recombinant p97 ATPase, Kinase-Glo ATP luminescence, 3 h | inhibition, % at 8 µM | 220,000 compounds, 0.42% hits | AID 1481; in the data active = inhibition above about 15%;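 also: 0% = DMSO vehicle and 100% = wells lacking enzyme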
Furin inh: blocks human furin protease activity | P09958 | purified furin, fluorogenic substrate cleavage | inhibition, % at 30 µM | 220,000 compounds, 0.061% hits | AID 463115; in the data active = inhibition above about 25%; also: inactives centre near -15
Target sequence (P09958 108-714 limits assumed): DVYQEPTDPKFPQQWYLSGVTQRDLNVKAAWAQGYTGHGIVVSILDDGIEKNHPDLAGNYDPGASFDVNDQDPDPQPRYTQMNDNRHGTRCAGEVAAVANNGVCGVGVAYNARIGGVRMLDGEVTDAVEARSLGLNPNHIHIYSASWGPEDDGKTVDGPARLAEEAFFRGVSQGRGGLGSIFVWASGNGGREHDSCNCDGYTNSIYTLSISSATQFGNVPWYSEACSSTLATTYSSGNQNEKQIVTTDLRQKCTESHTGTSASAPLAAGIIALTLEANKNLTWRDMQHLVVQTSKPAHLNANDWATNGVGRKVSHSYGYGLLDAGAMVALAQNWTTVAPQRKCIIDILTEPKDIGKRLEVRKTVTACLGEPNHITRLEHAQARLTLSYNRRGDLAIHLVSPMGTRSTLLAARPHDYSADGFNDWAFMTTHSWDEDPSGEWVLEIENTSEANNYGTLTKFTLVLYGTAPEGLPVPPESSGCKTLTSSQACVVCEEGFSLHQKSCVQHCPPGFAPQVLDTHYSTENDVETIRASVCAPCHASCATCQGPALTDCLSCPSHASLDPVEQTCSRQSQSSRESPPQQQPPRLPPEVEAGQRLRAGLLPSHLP
TbHK1 inh: blocks Trypanosoma brucei hexokinase 1 activity; recombinant TbHK1, G6PDH-coupled NADH A340; inhibition, % at 10 µM; 220,000 compounds, 0.11% hits;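 active = inhibition of 50% or more in the single-dose primary screen; inactive = inhibition below 50%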
* hit, by the source's call; / = no result given; & = joins results of further samples; ! = not confirmed by another sample; [ ] = dose if it differs, or a comment.

entry	structure	PPC-1+TRAIL kill	p47phox inh	Ba/F3 V617F tox	RBBP9 inhibitor	BaF3 parental	EP2 antag	p97 inhibitor	Furin inh	TbHK1 inh
1	Cc1nn(Cc2ccc(F)cc2)c(C)c1NC(=O)c1cc(-c2ccc3c(c2)OCO3)on1	13	-14	1	-8	1	5	0	-20	-4
2	O=C(NCc1cccnc1)c1ccc(=O)oc1	2	4	2	-7	-1	8	-1	22[20 µM]	-89
3	Cn1nnnc1SCCNC/C=C/c1ccccc1	-15	-10	-1	0	3	8	7	-17	1
4	O=C(NC1CC1)C1=C[C@@H](c2coc3ccccc3c2=O)C[C@@H](OCCCCO)O1	11	-1	/	/	/	14	/	-27	-15
5	COc1ccc(C(=O)COC(=O)C(CC(C)C)N2C(=O)c3ccccc3C2=O)cc1 (stereo unspecified)	16	-8	0	-9	2	4	0	-15[20 µM]	0
6	CCO/C=N/c1c(C#N)c2c(c(=S)n1C)COC(C)(C)C2	8	4	0	-2	-1	-2	2	-15[20 µM]	-29
7	CCn1nc(C)c(Oc2ccccc2O)c1C	12	-13	-2	-4	-1	4	-4	-21	-2
8	COc1ccccc1C(=O)NN1C(=O)C2C3C=CC(O3)C2C1=O (stereo unspecified)	-4	-9	-2	-5	-1	11	3	-12[20 µM]	0
9	Cn1cccc1Cc1nnc(SCC(=O)NC2CCCC2)n1CCc1ccccc1	1	-15	-2	-9	4	6	-8	-14	-3
10	Cc1cc(N2CCN(Cc3cn(C)nc3-c3cccc(Cl)c3)CC2)cc(C)n1	4	0	2	-7	2	8	2	-21	11
11	O=C(Nc1cccc(Br)c1)c1ccc(Cl)c(S(=O)(=O)N2CCOCC2)c1	30	-17	0	2	3	20	7	-13[20 µM]	0
12	CCCc1cc(-c2ccc(O)c(OCC)c2)c(C#N)c(N)n1	-16	-6	-1	7	5	9	2	-9	-12
13	Cc1ccc2c(c1)N(CC(=O)N(Cc1ccccn1)Cc1ccco1)C(=O)C(C(C)C)O2 (stereo unspecified)	15	9	-2	-1	1	3	-1	-16[20 µM]	-6
14	COc1ccc(N=NC2=C(O)CC(C)(C)CC2=O)cc1	10	-11	-1	-6	0	2	5	-15[20 µM]	-3
15	Cc1c(/C=N/NC(=O)CNc2ccccc2)c2ccccn2c1C(=O)c1ccncc1	-1	-2	3	-3	6	7	5	12	-32
16	CCOC(=O)Cn1nc(-c2ccccc2)c2ccccc2c1=O	22	0	-5	8	3	10	1	-22[20 µM]	-6
17	Cc1nc2nc(CSc3ccc(Cl)cc3)cc(=O)n2[nH]1	44	-34	-2	1	-2	5	3	2[20 µM]	5
18	CSCCC(NC(=O)c1ccco1)C(=O)O (stereo unspecified)	4	6	3	3	6	11	-5	3[20 µM]	7
19	COc1cc(O)c(C(CCN2CCN(c3ccccc3)CC2)c2ccc(N(C)C)cc2)c(OC)c1 (stereo unspecified)	-4	0	/	/	/	12	/	-10	4
20	COc1ccc(N2CCN(C(=O)c3oc4ccccc4c3C)CC2)cc1	-8	4	0	-6	6	4	3	-25	2
21	N#Cc1ccc(C(=O)N/N=C/c2cn(CC(=O)O)c3ccccc23)c(F)c1	31	-1	-4	0	-2	7	6	6	-7
22	CC1=CC(C)(C)N2C(=O)C3(NCCc4c3[nH]c3ccccc43)c3cc(C)cc1c32 (stereo unspecified)	8	-11	1	-10	-7	4	1	-20	-3
23	COc1cc(C(=O)Nc2ccc(Br)cc2C(=O)c2cc(OC)c(OC)c(OC)c2)cc(OC)c1OC	3	-4	-4	1	-3	5	7	-27	-15
24	c1ccc(CCNc2ncnc3ccccc23)cc1	17	-5	65*	-9	68*	10	1	8	3

Among those listed so far, two contain bromine:
entry	structure	PPC-1+TRAIL kill	p47phox inh	Ba/F3 V617F tox	RBBP9 inhibitor	BaF3 parental	EP2 antag	p97 inhibitor	Furin inh	TbHK1 inh
11	O=C(Nc1cccc(Br)c1)c1ccc(Cl)c(S(=O)(=O)N2CCOCC2)c1	30	-17	0	2	3	20	7	-13[20 µM]	0
23	COc1cc(C(=O)Nc2ccc(Br)cc2C(=O)c2cc(OC)c(OC)c(OC)c2)cc(OC)c1OC	3	-4	-4	1	-3	5	7	-27	-15

The results go on:
entry	structure	PPC-1+TRAIL kill	p47phox inh	Ba/F3 V617F tox	RBBP9 inhibitor	BaF3 parental	EP2 antag	p97 inhibitor	Furin inh	TbHK1 inh
25	COc1cc(C=O)ccc1Oc1nnnn1-c1ccccc1	25	-2	2	-6	1	8	-2	-5	-9
26	COc1ccc(OC)c(C(c2nnnn2C(C)(C)C)N2CCc3ccccc3C2)c1 (stereo unspecified)	13	-2	5	-3	7	7	-6	-6	0
27	CC(=O)C(Sc1nn(C)c(=S)s1)C(=O)Nc1ccccc1 (stereo unspecified)	6	-1	-1	-8	-1	7	6	-17	-23
28	Cc1cc(C)c(S(=O)(=O)Nc2cccnc2)c(C)c1	7	-7	3	-9	5	8	-2	-17	0
29	CC(C)Oc1cc(NC(=O)CSCC(=O)Nc2cccc(C(F)(F)F)c2)c(Cl)cc1Cl	6	-16	-2	-8	1	11	0	-9	8
30	COc1ccc(C(CNC(=O)c2cc(=O)[nH]c3ccccc23)N2CCCC2)cc1 (stereo unspecified)	17	-12	2	-9	3	4	-2	-7	-13
31	CC(OC(=O)c1ccc2c(=O)n3c(nc2c1)CCCCC3)C(=O)Nc1ccc(Cl)cn1 (stereo unspecified)	14	-1	-1	-5	5	4	1	-9	-3
32	CCC(C)NC(=O)C1CCCN(C(=O)NC2CCCCC2)C1 (stereo unspecified)	23	-15	-3	-4	-1	4	0	-22[20 µM]	-2
33	c1ccc2[nH]c(-c3ccncc3)nc2c1	3&20	30*!	-1&3	-1&-5	2&12	2&7	8&-3	-6&-13	-10&1
34	COc1ccc(-c2cc(C(F)(F)F)nc(N3CCN(c4ccc(F)cc4)CC3)n2)cc1OC	20	-1	2	-8	3	/	-6	-9[20 µM]	-19
35	CN1CCN(C2=Cc3cc(Cl)ccc3Sc3cc(F)ccc32)CC1	-8	2	-1	-3	2	11	-1	-9[20 µM]	10
36	CCOC(=O)c1ccc(NC(=O)Cn2cccc2)cc1	-7	-14	0	-1	5	6	0	-33	4
37	CCOc1ccc(C(=O)Nc2ccc3c(c2)OCO3)cc1OCC	4	-1	-2	-3	5	14	2	-19[20 µM]	5
38	O=C1C(=C(c2ccccc2)c2ccccc2)Nc2ccccc21	21	10	-2	5	-1	9	-1	-12[20 µM]	-18
39	COc1cc(/C=C(\C#N)C(=O)NCCc2ccccc2)cc(OC)c1O	-5	/	5	-3	9	8	3	-22	-11
40	CC(C)C(=O)NC(NC(=S)NC1CCS(=O)(=O)C1)C(Cl)(Cl)Cl (stereo unspecified)	16	-7	-5	-7	-1	8	-1	-23[20 µM]	0
41	COc1ccc(C(=O)N/C(=C/c2cccnc2)C(=O)N2CCOCC2)cc1OC	31	2	1	6	-1	13	-1	-1	-4
42	CCn1c(C)cc(C=C2C(=O)c3ccccc3C2=O)c1C	9	5	1	-5	5	9	2	13	0
43	CCCOc1ccc(C(C)=O)cc1CN1CCOCC1	9	3	0	-9	1	4	-4	-15	-10
44	CCc1ccc(C2=CC(c3cc(Br)ccc3F)n3ncnc3N2)cc1 (stereo unspecified)	-15	-5	-4	2	6	8	3	-21[20 µM]	-6
45	CCOc1ccc2c(c1)C(N(CCN1CCOCC1)C(=O)Nc1ccc(OC)cc1OC)CC(C)(C)O2 (stereo unspecified)	/	-4	2	-2	11	2	1	-17	-9
46	COc1ccc(C(Nc2ccccn2)c2c(NC(=O)c3ccco3)sc(C)c2C)cc1 (stereo unspecified)	13	-22	-2	-7	-1	7	1	-21	-18
47	CN1CCC(=NNC(=O)C(=O)NC2CCCC2)CC1	9	-19	-3	-4	3	/	5	-23[20 µM]	-4
48	O=C(Nc1ccc2c(c1)OCO2)N1CCN(c2ncc(C(F)(F)F)cc2Cl)CC1	4	-5	0	-1	4	15	-1	-21[20 µM]	1
49	CCCCN(C)C(=O)c1cc2c(s1)-c1ccccc1S(=O)(=O)C2	16	-8	-1	0	-2	2	4	0	-33
50	CCn1c(COc2cc(C)ccc2C(C)C)nnc1SCC(=O)Nc1nccs1	4	-2	-1	-1	1	0	4	-14	-16
51	Cc1cc(/C=N/NC(=O)c2nn(C)cc2Cl)c(C)n1-c1cccc(Br)c1	8	-11	-2	-7	-2	5	-4	-5	-12
52	CN(C(=O)c1cc2c(s1)-c1ccccc1S(=O)(=O)C2)c1ccccc1	6	2	-1	-1	-2	8	10	8	-29
53	Cc1cc(C)n2nc(C(=O)Nc3cccc(S(=O)(=O)N4CCCC4)c3)nc2n1	7	-12	-4	0	-7	10	6	-27	-6
54	Nc1nc(N)c(Cc2ccc(Cl)cc2Cl)c(N)n1	4	0	20	4	21	8	0	-15	6
55	CCN(CC)CCCN=C(N)N	-1	-4	3	0	-1	9	2	-13	-9
56	CCCCCn1c(N)c(-c2nc3ccccc3o2)c2c([N+](=O)[O-])nn(C)c(=O)c21	12	38*	5	3	5	6	-8	-8	2
57	Cc1ccc(NC(=O)Cc2nn(C)c(=O)c3ccccc23)cc1F	-10	-21	-1	-9	5	12	-6	-14[20 µM]	-11
58	CC(C)Cn1c(N)c(C(=O)COC(=O)c2cc(F)cc(F)c2)c(=O)n(C)c1=O	-7	-2	5	5	7	3	2	-20	-1
59	Cc1ccccc1COc1ccc2oc(C)c(C(=O)O)c2c1	-3	-12	0	-7	-5	9	2	16	5
60	COc1ccc(C(=O)NC(=S)N2CCNC(=O)C2)cc1Br	14	14	-4	-2	1	6	3	-7	-6
61	O=C(O)c1ccccc1Nc1cccc(C(F)(F)F)c1	1	-4	-2	10	4	8	15*	-7	-4
62	CC(=O)C1C(c2ccc(O)cc2)NC(=O)NC1(O)C(F)(F)F (stereo unspecified)	11	0	/	/	/	7	/	-30	-8
63	COc1ccc(-n2c(Cc3cccn3C)nnc2SCC(=O)Nc2ccccc2F)cc1	4	4	1	-6	5	5	0	-23	-2

An excerpt (hit frequency here may not be typical).
